# Source: PubChem
# RGS7-Gao reg: RGS7-Galphao binding modulators, primary screen, biochemical, multiplexed bead flow cytometry. actives lie on both sides. binding response (% of control), % at 10 µM. hit rate 0.35% among 220,000; in the data active = binding response below about 49% or above about 150%; inconclusive = no clear call, values can overlap the other calls; inactive = in between;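 note: fluorescent Galphao held in activated GDP-AlF4 state binding bead-coupled RGS7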
# Target sequence (P09471 whole entry, looked up): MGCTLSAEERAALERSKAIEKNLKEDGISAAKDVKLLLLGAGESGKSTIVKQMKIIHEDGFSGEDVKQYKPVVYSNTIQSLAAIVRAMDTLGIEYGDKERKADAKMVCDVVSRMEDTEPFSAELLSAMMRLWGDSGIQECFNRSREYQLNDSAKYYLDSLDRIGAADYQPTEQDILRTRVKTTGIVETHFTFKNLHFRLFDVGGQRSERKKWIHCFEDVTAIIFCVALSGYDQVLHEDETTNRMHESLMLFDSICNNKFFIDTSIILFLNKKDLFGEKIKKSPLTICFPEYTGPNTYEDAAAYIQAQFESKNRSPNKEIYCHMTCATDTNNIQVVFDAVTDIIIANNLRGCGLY
# Bim-Bcl-2: inhibitors of Bim-Bcl-2 binding, primary screen, biochemical, multiplexed, human Bcl-2 family; Apoptosis regulator Bcl-2 (Homo sapiens), P10415; Bead-based flow cytometry, Bim peptide-Bcl-2 binding; inhibition, % at 10 µM; hit rate 0.06% among 190,000; in the data active = inhibition above about 40%; inconclusive = no clear call, values can overlap the other calls;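 note: 0% = no compound wells with probe peptide and 100% = reference peptide inhibitor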
# Bim-Mcl-1: inhibitors of Bim peptide binding to Mcl-1, primary screen, biochemical, bead-based flow cytometry, multiplex; AID 1009, 2008; Induced myeloid leukemia cell differentiation protein Mcl-1 (Homo sapiens), Q07820; Bim peptide-Mcl-1 binding; hit rate 0.1% among 190,000; inhibition, % at 10 µM;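 note: 0% = no compound tracer wells and 100% = peptide blocker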
# RGS4-Gao reg: modulators of RGS4 binding to Galphao, primary screen, biochemical, multiplexed bead flow cytometry. Guanine nucleotide-binding protein G(o) subunit alpha (Homo sapiens), P09471. actives lie on both sides. binding response (% of control), % at 10 µM. hit rate 0.33% among 220,000. AID 1415, 2008; in the data active = binding response below about 49% or above about 150%; inactive = in between;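 note: fluorescent Galphao activated with aluminum fluoride binding bead-coupled RGS4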
# Bim-Bfl-1: inhibitors of Bim binding to Bfl-1, primary screen, biochemical, multiplexed, bead-based flow cytometry. Bcl-2-related protein A1 (Homo sapiens), Q16548. Bim-Bfl-1 binding inhibition. inhibition, % at 10 µM. hit rate 0.12% among 190,000. AID 1008, 2008;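 note: 0% = wells without compound plus tracer and 100% = blocker peptide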
# Bcl-XL Bim block: inhibitors of Bim-Bcl-XL binding, primary screen, biochemical, multiplexed, bead flow cytometry, human Bcl-XL; Bcl-2-like protein 1 (Homo sapiens), Q07817; Bim peptide-Bcl-XL binding, fluorescence; inhibition, % at 10 µM; hit rate 0.04% among 190,000; AID 1007, 2008
# Target sequence (Q07817 whole entry, looked up): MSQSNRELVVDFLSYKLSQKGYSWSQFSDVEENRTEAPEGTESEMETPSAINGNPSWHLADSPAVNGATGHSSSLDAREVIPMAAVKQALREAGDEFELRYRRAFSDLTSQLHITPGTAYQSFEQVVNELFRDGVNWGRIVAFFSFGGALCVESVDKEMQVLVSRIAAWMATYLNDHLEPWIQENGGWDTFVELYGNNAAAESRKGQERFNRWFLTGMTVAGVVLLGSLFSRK
# Bim-Bcl-W: inhibitors of Bim binding to Bcl-W, primary screen, biochemical, multiplexed, bead-based flow cytometry; AID 952, 2007; hit rate 0.02% among 190,000; Bcl-2-like protein 2 (Homo sapiens), Q92843; Bim peptide-Bcl-W binding; inhibition, % at 10 µM;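 note: 0% = bound tracer without compound and 100% = peptide blocker; higher means less fluorescent Bim peptide bound to Bcl-W beads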
# Target sequence (Q92843 whole entry, looked up): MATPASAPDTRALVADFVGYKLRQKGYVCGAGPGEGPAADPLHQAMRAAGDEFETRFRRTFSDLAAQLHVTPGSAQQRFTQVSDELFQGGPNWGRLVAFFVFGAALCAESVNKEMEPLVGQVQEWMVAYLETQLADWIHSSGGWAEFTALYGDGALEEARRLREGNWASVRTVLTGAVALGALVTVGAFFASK
# RGS8-Gao reg: RGS8-Galphao binding modulators, primary screen, biochemical, multiplexed bead flow cytometry. AID 1423, 2008. response (percent of control binding), % at 10 µM. Guanine nucleotide-binding protein G(o) subunit alpha (Homo sapiens), P09471. actives lie on both sides. hit rate 0.34% among 220,000; in the data active = response below about 60% or above about 140%; inactive = in between;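 note: Galphao activated as the GDP aluminium fluoride complex binding bead-coupled RGS8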
# ABCB1 block: ABCB1 efflux pump inhibitors, primary screen, cell-based, multiplex, flow cytometry, ABCG2 counter-screen | hit rate 0.067% among 190,000 | AID 1326, 2008 | ATP-dependent translocase ABCB1 (Homo sapiens), P08183 | inhibition, % at 6.6 µM | CCRF-Adr cells, JC-1 efflux; in the data active = inhibition above about 40%;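 note: 0% = vehicle and 100% = reference inhibitor; higher value means more JC-1 retained so stronger ABCB1 efflux block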
# Bim-Bcl-B: inhibitors of Bim-Bcl-B binding, primary screen, biochemical, multiplexed, human Bcl-2 family | bead-based flow cytometry, Bim peptide-Bcl-B binding | inhibition, % at 10 µM | hit rate 0.073% among 190,000;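 note: 0% = tracer peptide without compound and 100% = reference inhibitor peptide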
# Target sequence (Q9HD36 whole entry, looked up): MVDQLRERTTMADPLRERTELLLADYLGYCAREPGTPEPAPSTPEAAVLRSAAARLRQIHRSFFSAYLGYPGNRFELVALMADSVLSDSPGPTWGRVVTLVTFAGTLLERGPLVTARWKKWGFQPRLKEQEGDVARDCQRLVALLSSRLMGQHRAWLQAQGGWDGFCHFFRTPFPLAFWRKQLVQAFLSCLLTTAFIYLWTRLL
# ABCG2 inh: ABCG2 efflux pump inhibitors, primary screen, multiplex with ABCB1, IgMXP3 cells, flow cytometry; Broad substrate specificity ATP-binding cassette transporter ABCG2 (Homo sapiens), Q9UNQ0; JC-1 efflux; inhibition, % at 6.6 µM; hit rate 0.1% among 190,000; AID 1325, 2008;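 active = inhibition above 80%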;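 note: 0% = DMSO and 100% = nicardipine control wells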
#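 System: two drug-resistant human cell lines, ABCG2 and ABCB1; controls: nicardipine high and DMSO low controls; times: 10 min exposure at 25 °C with rotation, no wash; detection: flow cytometry of retained JC-1 fluorescence; read-out basis: percent efflux inhibition, scaled nicardipine 100% to DMSO 0%; doses: one concentration, 6.6 µM final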
# Starred values were filed as active, the others as inactive; u = inconclusive; x = no result given; [ ] = another dose, or the depositor's remark. Cut-off read from the data, not from the text of the source, unless noted: active = inhibition above about 40%. The order is random; overall some 0.94% were active at least once.
SMILES,RGS7-Gao reg,Bim-Bcl-2,Bim-Mcl-1,RGS4-Gao reg,Bim-Bfl-1,Bcl-XL Bim block,Bim-Bcl-W,RGS8-Gao reg,ABCB1 block,Bim-Bcl-B,ABCG2 inh
CCn1c(SCC(N)=O)nnc1C(C)C,91,0,0,90,-3,-1,-1,92,0.0,-3,0
COc1ccc(-c2cc(C(=O)NC(Cc3c[nH]c4ccccc34)C(=O)O)c(C)o2)cc1OC (stereo not drawn),97,0,-1,94,6,0,0,93,0.3,-1,4
COc1ccc(CNCCC(c2ccc(OC(C)C)cc2)C(C)C)cc1OC (stereo not drawn),120,0,-3,117,2,-7,-5,142*[activator],3.9,-1,0
Cc1cc2c(cc1C)NC(c1cccnc1)C1=C(CC(C)(C)CC1=O)N2 (stereo not drawn),x,-3,0,x,-1,0,1,x,0.4,-1,2
O=C1OC(c2cccs2)=N/C1=C\c1ccc(-c2ccccc2Cl)o1,99,-7,0,99,-11,-3,0,100,0.0,-10,-4
COc1ccc2c(C(=O)CN3CCN(c4ccccc4)CC3)c[nH]c2c1,99,-10,-5,99,-19,-12,-2,100,0.1,-11,31
CC(C)(CNS(=O)(=O)c1ccc(F)cc1)CNS(=O)(=O)c1ccc(F)cc1,114,-9,-6,107,-21,-10,-4,101,1.0,-11,10
CCCCC1=C([O-])C2N=CC=CC2=[N+](c2ccccn2)C1=O (stereo not drawn),98,-31,0,101,-16,-3,-2,101,0.9,-6,7
COc1ccc(C)cc1NC(=O)CSc1ccc(Cl)cc1,102,2,-1,105,-1,-4,-2,101,0.5,-4,1
CC(C)(C)NC(=O)NC(=O)CSc1nnc(COc2ccccc2Cl)o1,103,-6,0,95,-12,-6,0,99,0.3,-7,2
NC(N)=NCCCc1cn(CC(=O)N2CCNCC2)nn1,104,1,4,101,-4,0,0,99,0.2,1,0
CC(C)c1ccc(NC(=O)C(c2ccccc2)N(C)C(=O)c2cnccn2)cc1 (stereo not drawn),99,-3,-2,103,-6,-3,-2,103,0.9,-3,2
CCOCCCNCC(=O)Nc1ccc(S(=O)(=O)NC(C)CC)cc1 (stereo not drawn),97,-2,2,99,2,1,1,98,0.4,2,1
Cc1ccc(CNC(=O)CCS(=O)(=O)c2cccc3nsnc23)cc1,98,-2,-2,97,-1,-2,-2,99,0.9,0,3
Cc1cc(NC(=O)Cc2csc(-c3ccccc3)n2)ccc1Br,102,3,-4,105,0,-1,-1,103,-0.3,4,0
COC(=O)Cc1csc(NC(=O)CSc2nnc3ccccn23)n1,u,-2,2,103,-4,1,1,101,-0.3,-1,-1
O=C(Nc1ccc(CN2CCOCC2)cc1)c1ccc(-c2ccc(Cl)cc2Cl)o1,100,-2,-2,99,-1,-6,0,99,0.8,1,1
COC(=O)c1ccc(OC)c(CSc2nnc(COc3ccc(OC)cc3)o2)c1,99,-11,-2,101,-14,-9,-3,101,-0.6,-11,3
CCOC(=O)c1c(C)c(-c2ccccc2)n(CC(=O)NCCC(C)C)c1C,102,-4,-1,104,-8,-4,0,103,0.8,-4,1
Cc1nc2ncnn2c(C)c1CCC(=O)N1CCN(c2ccccn2)CC1,104,-5,1,105,-7,0,1,102,-0.1,-6,0
CC/C(=N\OC(=O)c1ccc(OC(C)C)cc1)c1ccc(C)cc1,101,-6,-4,103,-10,1,0,100,1.3,-3,7
Cc1ccc2[nH]c(=O)c(CN(CC3CCCO3)S(=O)(=O)c3c(C)ccc4nsnc34)cc2c1 (stereo not drawn),103,-2,0,101,0,0,0,104,0.7,0,0
COc1cc(C(=O)NCc2cc(C)nc3ccccc23)cc(OC)c1OC,105,0,-1,102,-6,-2,-3,98,1.5,-6,4
Cc1ccc(NC(=O)C(=O)Nc2ccc(C)cn2)nc1,96,-4,-2,98,-3,-4,-2,99,-0.4,-5,0
CC(=O)c1cccc(Nc2ccc(-c3ccccc3F)nn2)c1,100,2,1,96,6,2,2,96,0.7,1,4
Cn1c(N)c(C(=O)c2ccc(C#N)cc2)c(=O)n(C)c1=O,94,-5,-7,98,-3,-8,-3,96,0.4,-5,5
CN(C)c1ccc(/C=N/NC(=O)C(O)(c2ccccc2)c2ccccc2)o1,107,2,0,103,-9,1,3,78,-0.8,-4,-4
COc1ccc(C(C)(C)C)cc1NC(=O)c1ccoc1C,98,-8,1,101,-9,-3,2,100,0.7,-5,6
C=CCn1c(SCCC)nc(O)cc1=O,104,-3,-2,116,0,-1,-4,106,0.0,-5,0
NS(=O)(=O)c1ccc(CNC(=O)c2csc3c2CCCC3)cc1,96,-2,1,99,-2,0,4,98,0.2,-5,3
C(=N\N1CCN(c2ccccn2)CC1)/c1ccco1,104,-2,0,98,0,-3,-1,99,0.9,-5,7
CCN(CC)C(C(=O)NC1CCCCC1)c1ccc(C)cc1 (stereo not drawn),64,-2,0,80,-4,0,0,70,-0.3,0,-1
O=C(CNc1ccccc1F)N/N=C/C1CC=CCC1 (stereo not drawn),105,0,1,102,-1,-2,1,104,0.9,-1,3
O=C(O)c1ccccc1COc1ccccc1Cl,98,-9,0,101,-11,7,3,99,-0.1,-4,2
O=C1c2ccccc2C(=O)N1CC1c2ccccc2CCN1C(=O)N1CCOCC1 (stereo not drawn),98,-1,-1,97,-1,-1,-1,99,0.5,0,1
COc1ccccc1NC(=O)CCN1C(=O)C2CC=C(Cl)CC2C1=O (stereo not drawn),98,-3,1,102,-11,-4,5,101,-0.1,-6,0
CN1c2ccccc2N(C)C1(C)c1ccccc1,92,6,1,89,10,0,7,91,-0.8,0,-4
O=C(Nc1cccnc1)c1ccc2c(c1)C(=O)N(Cc1cccnc1)C2=O,102,-7,-2,107,-11,2,-1,101,0.2,-8,1
COc1cccc(NC(=O)CN(C)C(C)C(=O)Nc2ccc(C#N)cc2)c1 (stereo not drawn),96,-4,-1,101,-2,-1,0,99,0.2,-3,4
Cn1nc(C(=O)NCCOc2ccccc2)c2ccccc2c1=O,91,-3,-1,98,-4,-2,1,98,1.9,-4,8
CN1CCN(c2nc(N3CCN(CCO)CC3)nc3ccccc23)CC1,100,4,3,101,4,-2,0,100,-0.1,3,0
CCN(CC)C(=O)Cn1cnc2sc(C(=O)N3CCN(c4ccc(F)cc4)CC3)c(C)c2c1=O,103,1,2,99,-3,0,0,99,0.0,0,-3
CC(=O)N1[C@H](C)C=C[C@]1(Cc1ccccc1)C(=O)O,101,2,-3,101,0,-4,-2,100,-0.2,-5,0
COc1ccc(Nc2ncnc3sc(-c4ccccc4)cc23)cc1OC,101,-2,-3,102,1,-3,-1,101,0.6,-3,6
COc1ccc(NC(=O)/C(Cl)=C(/Cl)S(=O)(=O)Cc2ccccc2)cn1,100,-1,-2,103,-4,-1,-2,97,-1.5,-1,-3
COc1ccc(CCN(Cc2ccccn2)C(=S)Nc2ccccc2Cl)cc1OC,99,-2,0,97,-3,-4,0,99,0.5,-3,3
Cc1ccc(Nc2c(-c3ccccn3)nc3cc(C)ccn23)cc1,97,0,-6,95,0,-5,-5,101,2.8,3,14
Fc1ccc(Br)cc1C1C=C(c2ccc(Br)s2)Nc2ncnn21 (stereo not drawn),94,-1,-4,95,0,-3,0,91,0.7,-1,4
CCCOc1ccc(CNC(=S)N/N=C/c2ccc([N+](=O)[O-])cc2)cc1,99,-8,-1,98,-6,-5,-1,98,0.4,-6,4
COc1ccc(COC(=O)c2ccc(N3CCCC3=O)cc2)cc1F,112,-7,0,114,-12,0,1,107,0.3,-5,5
Brc1ccc2nc(-c3cccs3)c(NCC3CCCO3)n2c1 (stereo not drawn),100,-1,0,102,-3,0,4,101,2.8,1,16
CN(C)c1ccc(CNc2ccc3c(c2)ncn3C)cc1,100,-1,3,98,-11,-7,1,101,0.3,-5,1
CCC(C(=O)NN1C(=O)c2ccccc2C1=O)c1ccccc1 (stereo not drawn),89,-6,-1,86,-5,-5,-3,101,0.6,-4,1
Cc1cc(C)nc(NC(=O)CSc2ncccn2)n1,103,-5,-2,105,-4,-2,-1,104,0.1,-2,1
CCc1nnc(NC(=O)C2CC(=O)N(Cc3ccco3)C2)s1 (stereo not drawn),103,-1,-2,105,-2,-3,-3,103,-0.1,-2,-1
COc1ccc(NS(=O)(=O)c2ccc(NC(=O)c3ccccc3Br)cc2)nn1,111,-4,1,107,-5,0,1,106,0.0,-1,0
COC(=O)C1=C(C(=O)c2ccc(C)cc2)C(c2ccc(OC)c(OC)c2)n2nnnc2N1 (stereo not drawn),100,-8,-2,106,-16,1,-2,105,-0.3,-9,-1
OCCCNC(=S)Nc1ccc2nc(-c3ccccn3)c(-c3ccccn3)nc2c1,101,-1,2,101,-8,-14,5,98,0.6,-10,2
O=[N+]([O-])c1cccc(-c2n[nH]c(=S)n2Cc2ccccc2)c1,103,-20,-7,99,1,-13,-4,99,-0.3,-33,4
C=CCn1c(-c2ccoc2)n[nH]c1=S,104,1,-1,100,2,-3,-1,100,0.3,-10,1

# 3 entries out of the list above, ordered by their value in Bim-Mcl-1, low to high:
canonical_smiles,RGS7-Gao reg,Bim-Mcl-1,RGS4-Gao reg,Bim-Bfl-1,Bcl-XL Bim block,Bim-Bcl-W,RGS8-Gao reg,Bim-Bcl-B,ABCG2 inh
COC(=O)c1ccc(OC)c(CSc2nnc(COc3ccc(OC)cc3)o2)c1,99,-2,101,-14,-9,-3,101,-11,3
COc1cc(C(=O)NCc2cc(C)nc3ccccc23)cc(OC)c1OC,105,-1,102,-6,-2,-3,98,-6,4
CN1CCN(c2nc(N3CCN(CCO)CC3)nc3ccccc23)CC1,100,3,101,4,-2,0,100,3,0

# Next part.
SMILES,RGS7-Gao reg,Bim-Bcl-2,Bim-Mcl-1,RGS4-Gao reg,Bim-Bfl-1,Bcl-XL Bim block,Bim-Bcl-W,RGS8-Gao reg,ABCB1 block,Bim-Bcl-B,ABCG2 inh
Cc1nccn1CCc1n[nH]c(=S)n1Cc1ccccc1,98,-9,-5,103,-12,-17,-2,102,0.2,-18,2
CCOC(=O)C1(Cc2cccc(OC)c2)CCN(Cc2ccc(OC)c(O)c2)CC1,94,-13,-2,98,-16,-5,-3,99,2.3,-8,1
O=C(CSc1ccc2c(c1)OCCO2)Nc1cccc(S(=O)(=O)N2CCCCC2)c1,100,4,4,98,9,7,6,97,1.1,3,18
Cc1cc(N)n2ncc(-c3ccccc3)c2n1,96,-11,-1,100,-14,-6,0,101,-0.1,-9,3
COc1ccccc1N1CCN(C(=O)CSc2nnc(NC(=O)C3CC3)s2)CC1,101,-2,0,103,-3,0,0,102,-2.7,-3,-2
